NADH coupling: inhibitors of enzymes used to reach an NAD/NADH endpoint. IC50, µM (highest dose often 10 µM), for inactives: top-dose inhibition. coupled PK/LDH NADH assays, four targets. 65,000 compounds, 0.02% hits;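 active = single-dose screening hits from any of four coupled enzyme assays that gave an IC50 when retested across doses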;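 also: the DPM-DC format reads NADH fluorescence rather than 340 nm absorbance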
Abs 340nm: compound absorbs light at 340 nm. 65,000 tested, under 10 active. compound absorbance at 340 nm, fold over control. fold change at 10 µM;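 active = at 10 µM dose, initial 340 nm absorbance at least 2 fold that of control wells; inactive = change under 2 fold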;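 also: initial absorbance extrapolated from kinetic A340 decline of NADH oxidation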
ROCK2 inh: blocks human Rho kinase 2 activity; O75116; purified ROCK2, Kinase-Glo ATP depletion luminescence; inhibition, % at 6 µM; 60,000 compounds, 0.35% hits;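 active = inhibition above the screen-wide mean inhibition plus 3 SD, cut at about 18% in these data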;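 also: plate controls were DMSO wells for no effect and Y-27632 control wells after no-enzyme background subtraction for full effect; many of its hits are not listed in these tables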
MMP-13 inhibitor: blocks human MMP13 activity | P45452 | AID 570 | MMP-13 fTHP FRET cleavage, Mca fluorescence | 65,000 compounds, 0.07% hits | inhibition, % at 4 µM;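 active = inhibition above the mean of compound-free control plate wells plus 3 SD, cut at about 14% in these data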;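 also: 0% = DMSO wells and 100% = wells with reference MMP-13 inhibitor after basal subtraction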
tolC growth inh: E. coli tolC mutant growth inhibition. E. coli BW25113 tolC mutant growth, OD615. 65,000 compounds, 2.2% hits. growth inhibition, % at 10 µM (by protocol);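 active = growth inhibition at or above a cutoff equal to the mean over every tested compound plus 3 SD, cut at about 60% in these data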;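 also: growth measured after 20 h incubation at 37 °C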
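test system = E. coli BW25113 ΔtolC::kan bacteria | medium = LB with kanamycin 50 µg/mL | signal = OD at 615 nm | schedule = 37 °C, 20 h exposure | evaluation = % inhibition of E. coli growth | compound dosing = one dose of 10 µM final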
HEK293 NFkB inh: lowers PMA/ionomycin-induced NF-kB signal in HEK293 cells; HEK-293 NF-kB luciferase reporter, luminescence; inhibition, % at 3 µM; 62,000 compounds, 0.21% hits; AID 465;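 active = inhibition above the mean of all tested compounds plus 3 SD, cut at about 40% in these data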;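 also: 0% = stimulated DMSO wells and 100% = 10 µM reference inhibitor 5653914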
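Material: HEK-293 cells with stable firefly luciferase reporter driven by four HIV NF-kB elements / Also added: PMA plus ionomycin mix as NF-kB-activating stimulus / Compound dosing: 3 µM once, 0.30% DMSO / Times: 1 h pretreatment, 16 h stimulation, 37 °C / Signal: luminescence / Evaluation: per-plate % inhibition versus controls / Benchmarks: DMSO and 10 µM reference inhibitor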
Autofluor 339: intrinsic fluorescence of library compounds, ex339/em460 – biochemical, MLSMR library, data from DPM-DC assay, artefact control, profiling panel; compound autofluorescence, ex339/em460 nm, NADH buffer; stronger effect = higher value; 1 = no-compound wells, NADH background; fluorescence fold increase at 10 µM; 65,000 compounds, 5.5% hits; AID 709;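 active = at 10 µM, mean starting fluorescence two-fold or more over control wells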;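 also: signal is the first read of a kinetic run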
JNK3 inh: blocks human JNK3 kinase activity | purified JNK3 kinase activity, HTS | inhibition, % at 8 µM | 60,000 compounds, 0.61% hits | AID 746; in the data active = inhibition above about 17%;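 also: 0% = DMSO and 100% = reference inhibitor; many of its hits are not listed in these tables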
Target sequence (P53779 whole entry, looked up): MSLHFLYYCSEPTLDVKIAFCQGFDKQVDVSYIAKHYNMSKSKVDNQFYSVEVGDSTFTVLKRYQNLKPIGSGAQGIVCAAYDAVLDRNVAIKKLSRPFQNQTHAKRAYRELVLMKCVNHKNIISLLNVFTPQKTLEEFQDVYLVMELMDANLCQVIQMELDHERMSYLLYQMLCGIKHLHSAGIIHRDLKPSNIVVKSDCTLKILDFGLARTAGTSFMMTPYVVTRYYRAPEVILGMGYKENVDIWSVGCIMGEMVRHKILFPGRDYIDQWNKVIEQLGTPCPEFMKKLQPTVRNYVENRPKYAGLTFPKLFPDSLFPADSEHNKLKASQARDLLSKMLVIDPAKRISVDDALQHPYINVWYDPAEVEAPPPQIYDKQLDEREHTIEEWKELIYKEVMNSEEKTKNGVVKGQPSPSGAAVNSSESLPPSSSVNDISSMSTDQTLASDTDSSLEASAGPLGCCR
PKA inh: inhibitors of human protein kinase A | P17612 | PKA Kemptide phosphorylation, Kinase-Glo ATP luminescence | inhibition, % at 6 µM | 65,000 compounds, 0.1% hits;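 active = inhibition above the screen-wide mean inhibition plus 3 SD, cut at about 21% in these data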; also: many of its hits are not listed in these tables
* marks the source's active call; other numbers are inactive results; . = not tested or not shown. Some of the compounds tested (hit frequency here may not be typical).

[1] CCCSc1n[nH]c(NC(C)=O)n1
[2] CC(=O)c1c(C)n(CC(=O)NCc2ccc3c(c2)OCO3)c2ccccc12
[3] Cc1nc2ncnn2c(C)c1CCC(=O)Oc1ccccc1
[4] COc1cccc(NS(=O)(=O)c2ccc(OC)c(OC)c2)c1
[5] CC1(C)CC(=O)C(C(c2ccco2)C2C(=O)CC(C)(C)CC2=O)C(=O)C1
[6] Cc1nn2c(-n3ccnc3)c3c(nc2c1-c1ccccc1)CCC3
[7] CCOc1ccc(-c2cc(CCCC(=O)NCc3cccnc3)no2)cc1
[8] COc1ccc(OCC(=O)N2CC3(C)CC2CC(C)(C)C3)cc1 (stereo unspecified)
Screen / compound no.	1	2	3	4	5	6	7	8
NADH coupling	10%	6%	7%	4%	3%	6%	2%	3%
Abs 340nm	1	1.1	0.96	1	1.1	0.96	1	0.97
ROCK2 inh	5	1	6	1	4	3	0	6
MMP-13 inhibitor	-11	0	-6	4	2	1	-2	1
tolC growth inh	-6	-8	-8	8	-12	-10	-3	9
HEK293 NFkB inh	3	12	4	16	5	6	8	10
Autofluor 339	1.1	1.1	1.1	1.1	1.1	1.1	1.1	1.1
JNK3 inh	1	0	4	1	2	-3	-4	2
PKA inh	10	1	3	7	11	-5	8	11

[9] CCNC(=O)CC1C(=O)N(c2ccccc2)C(=O)N1CCc1ccc(OC)cc1 (stereo unspecified)
[10] CCC(=O)N(Cc1cc2c(C)cc(C)cc2[nH]c1=O)C1CCCCC1
[11] CCN(CC)C(=O)CSc1ccccc1N
[12] CCCC(=O)Nc1nn(C)c2nc3cc(C)ccc3cc12
[13] COC(=O)c1cccc(NC(=O)CSc2nnnn2C)c1
[14] COc1ccccc1N1C(=O)CC(Sc2nc(C)cc(C)n2)C1=O (stereo unspecified)
[15] Cc1nn2c(N3CCOCC3)c3c(nc2c1-c1ccccc1)CCCC3
[16] O=C(CN1C(=O)C2C3C=CC(C3)C2C1=O)NCCC1=CCCCC1 (stereo unspecified)
Screen / compound no.	9	10	11	12	13	14	15	16
NADH coupling	6%	10%	6%	3%	4%	1%	0%	6%
Abs 340nm	0.96	1	1	1.1	1	1	1	1
ROCK2 inh	.	-6	1	4	-1	6	5	4
MMP-13 inhibitor	1	-20	5	3	-3	5	2	0
tolC growth inh	2	.	-13	-16	-22	-6	7	-17
HEK293 NFkB inh	19	2	2	8	8	13	3	1
Autofluor 339	1.1	1.6	1.1	1.9	1.1	1	1.2	1.1
JNK3 inh	.	-6	2	-2	1	1	-5	0
PKA inh	5	-5	-2	2	1	9	0	8

[17] COc1ccc(OC)c(C2=Nn3c(nnc3-c3ccncc3)SC2)c1
[18] CCOc1ccc(C(C)=O)cc1N1C(=O)C2C3C=CC(C3)C2C1=O (stereo unspecified)
[19] C=CCn1c(SCC(=O)Nc2ccc(NC(=O)c3ccco3)c(OC)c2)nnc1-c1ccncc1
[20] N#CCCN1CCN(S(=O)(=O)c2ccc(S(=O)(=O)N3CCOCC3)cc2)CC1
[21] O=C(CN1CCN(S(=O)(=O)c2ccc(F)cc2)CC1)Nc1cc(C(F)(F)F)ccc1Cl
[22] O=C(Nc1ccccc1Cl)N1CCN(c2ccccn2)CC1
[23] Cc1c(CN2CCN(c3cccc(C(F)(F)F)c3)CC2)c(=O)n(-c2ccccc2)n1C
[24] CCN=C1SC(CC(=O)Nc2ccc(C(F)(F)F)cc2)C(=O)N1CC (stereo unspecified)
Screen / compound no.	17	18	19	20	21	22	23	24
NADH coupling	6%	2%	7%	0%	5%	8%	5%	10%
Abs 340nm	1.1	1	1	1	1	1	1	1
ROCK2 inh	.	1	5	2	4	3	2	-3
MMP-13 inhibitor	8	-3	-4	5	4	-20	4	0
tolC growth inh	17	-17	18	-11	10	-6	1	3
HEK293 NFkB inh	3	11	-5	-2	11	26	17	-1
Autofluor 339	1.1	1.2	1	1.1	1	1.2	1.1	1.1
JNK3 inh	.	2	1	4	0	3	4	-2
PKA inh	1	2	8	2	-5	4	8	0

[25] O=C(C(Cc1ccccc1)n1cccc1)N1CCN(c2ncccn2)CC1 (stereo unspecified)
[26] CC1(C)Cc2cccc(OCC(=O)N3CCN(S(=O)(=O)c4ccccc4)CC3)c2O1
[27] Cc1nnc(NC(=O)c2ccc(-c3cccc(C(F)(F)F)c3)o2)s1
[28] Cc1cc(C)c(-n2c(O)c(C=NCCN3CCOCC3)c(=O)[nH]c2=O)c(C)c1
[29] CCN1CCc2c(sc(N)c2C#N)C1
[30] C=CCN1C(=O)C(C)(C)Nc2ccccc21
[31] Fc1ccc(-c2nnc3sc(-c4ccc5c(c4)OCO5)nn23)cc1
[32] CCCn1cnc2c(cnn2-c2ccc(F)cc2)c1=O
Screen / compound no.	25	26	27	28	29	30	31	32
NADH coupling	3%	6%	6%	3%	12%	5%	3%	4%
Abs 340nm	1	1	1.1	1	1	1	1.1	0.97
ROCK2 inh	-1	3	2	1	5	10	4	3
MMP-13 inhibitor	-1	0	-4	6	-15	2	-8	-1
tolC growth inh	-4	-7	1	4	-20	-26	7	-18
HEK293 NFkB inh	7	8	-4	.	8	-4	4	0
Autofluor 339	1.1	1	1.8	1.1	1.6	1.1	2*	1
JNK3 inh	-3	4	3	-1	2	-4	2	0
PKA inh	-6	8	4	2	7	5	4	4

[33] Cc1cccc(N2CCN(C(=O)c3cn(C)c(=O)c4c3c3ccccc3n4C)CC2)c1C
[34] COc1ccc(CCNC(=O)Cn2c(=O)oc3ccccc32)cc1OC
[35] COc1cccc(NC(=O)c2ccco2)c1
[36] CCC(C)NC(=O)c1ccccc1NC(=O)CN1C(=O)c2ccccc2S1(=O)=O (stereo unspecified)
[37] c1cnc(N2CCN(Cc3c[nH]c4ccccc34)CC2)nc1
[38] COc1cc(C)nc(NS(=O)(=O)c2ccccc2)n1
[39] C=CCn1c(/N=C/c2ccc(N(C)C)cc2)nc2ccccc21
[40] CCc1ccc2nc(NC3=NCN(CCOC)CN3)nc(C)c2c1
Screen / compound no.	33	34	35	36	37	38	39	40
NADH coupling	6%	5%	2%	2%	4%	11%	9%	4%
Abs 340nm	1	0.99	1	1	1	1	1	1
ROCK2 inh	169*	2	-2	6	0	1	6	2
MMP-13 inhibitor	-33	1	-1	3	2	-5	4	-3
tolC growth inh	83*	-23	-8	-2	-13	-13	-5	-5
HEK293 NFkB inh	13	12	-7	5	15	13	-9	15
Autofluor 339	1.9	1.1	1.1	1.1	1.1	1.1	1	1.2
JNK3 inh	-1	6	3	2	-2	-1	-6	-4
PKA inh	1	2	-2	0	4	2	9	4

[41] CC1CN(S(=O)(=O)Cc2ccccc2)CC(C)O1 (stereo unspecified)
[42] CCCC1(CCC)NC(=O)NC1=O
[43] O=C(O)CCC(=O)NCC1OCCc2ccccc21 (stereo unspecified)
[44] COc1ccc2[nH]c(=O)c(CN(Cc3cccs3)S(=O)(=O)c3cccc4nsnc34)cc2c1
[45] CCN(CC)CCCNC(=O)C1c2ccccc2C(=O)N1Cc1ccc(C)cc1 (stereo unspecified)
[46] COc1ccc(NC(=O)CSc2nnc(Cc3cccn3C)n2-c2ccc(C)cc2)cc1OC
Screen / compound no.	41	42	43	44	45	46
NADH coupling	5%	2%	3%	2%	11%	4%
Abs 340nm	1	0.98	1	1.1	0.98	1
ROCK2 inh	8	4	-2	5	4	-3
MMP-13 inhibitor	3	2	1	2	-2	2
tolC growth inh	-8	-16	-9	31	-7	1
HEK293 NFkB inh	9	0	14	18	5	10
Autofluor 339	1.2	1.1	1.1	1.1	0.9	1.1
JNK3 inh	5	-11	1	7	-2	-15
PKA inh	9	2	4	8	11	-7

Grouped by structure, the compounds so far with a halogen.
[21] O=C(CN1CCN(S(=O)(=O)c2ccc(F)cc2)CC1)Nc1cc(C(F)(F)F)ccc1Cl
[22] O=C(Nc1ccccc1Cl)N1CCN(c2ccccn2)CC1
[23] Cc1c(CN2CCN(c3cccc(C(F)(F)F)c3)CC2)c(=O)n(-c2ccccc2)n1C
[24] CCN=C1SC(CC(=O)Nc2ccc(C(F)(F)F)cc2)C(=O)N1CC (stereo unspecified)
[27] Cc1nnc(NC(=O)c2ccc(-c3cccc(C(F)(F)F)c3)o2)s1
[31] Fc1ccc(-c2nnc3sc(-c4ccc5c(c4)OCO5)nn23)cc1
[32] CCCn1cnc2c(cnn2-c2ccc(F)cc2)c1=O
Screen / compound no.	21	22	23	24	27	31	32
NADH coupling	5%	8%	5%	10%	6%	3%	4%
Abs 340nm	1	1	1	1	1.1	1.1	0.97
ROCK2 inh	4	3	2	-3	2	4	3
MMP-13 inhibitor	4	-20	4	0	-4	-8	-1
tolC growth inh	10	-6	1	3	1	7	-18
HEK293 NFkB inh	11	26	17	-1	-4	4	0
Autofluor 339	1	1.2	1.1	1.1	1.8	2*	1
JNK3 inh	0	3	4	-2	3	2	0
PKA inh	-5	4	8	0	4	4	4
